High-throughput results: PubChem, Sanford-Burnham Center for Chemical Genomics
TAG inh – inhibitors of triacylglycerol accumulation; inhibition, % at 12.5 µM; AID 651582; actives 0.66% (n = 230,000); H9c2 cells, Nile Red lipid (TAG) fluorescence; cells loaded with 200 µM oleic acid;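 active = pattern-corrected inhibition of lipid staining of at least 50% with the nuclear-stain viability signal not falling by more than 50%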;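 also: 0% = DMSO wells and 100% = triacsin C control wells; some results filed as inactive read as strong as hits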
TAG inh DAPI viability – second read-out of TAG inh, no call of its own (marks repeat the call); DAPI nuclei signal change (viability), lower = more cytotoxic, %;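 whole-well DAPI fluorescence read on a plate reader as a viability signal; minus 50 percent equals half of cells still viable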
Numbers without * were called inactive. The list is partial; the hit share may differ from the screen's.

Screening CCC(C(=O)OCC(=O)c1c(N)n(CC(C)C)c(=O)n(C)c1=O)c1ccccc1 (configuration not stated) returned TAG inh 7.9 and TAG inh DAPI viability 9.5.
For Cc1ccc(NC(=O)NCc2ccccn2)c(C)c1 the results were TAG inh -10.4 and TAG inh DAPI viability -1.4.
COc1cc(NC(=O)c2cc(S(=O)(=O)N3CCCCC3)ccc2N2CCOCC2)cc(OC)c1OC was read as TAG inh 2.2 and TAG inh DAPI viability -4.2.
COc1ccc2c(c1)O/C(=C\c1ccco1)C2=O was read as TAG inh 0.2 and TAG inh DAPI viability 1.2.
Cc1cc(C)cc(C(=O)NCCCc2ccccc2)c1 was read as TAG inh -40.2 and TAG inh DAPI viability 11.4.
Screening O=C(COc1ccc(/C=N/NC(=O)c2ccccc2Br)cc1)Nc1ccccc1 returned TAG inh -4.3 and TAG inh DAPI viability -1.8.
Screening COc1ccc(-c2cc(CNc3nc(NC(C)C)nc4cc(-c5ccccc5)sc34)on2)cc1 returned TAG inh 95.7* and TAG inh DAPI viability -45.9*.
N/C(Cc1ccc(Cl)cc1)=N\OC(=O)c1ccccc1 was read as TAG inh -8.1 and TAG inh DAPI viability -4.4.
For CN1CCN(C(=O)CCC(=O)O)CC1 the results were TAG inh -2.3 and TAG inh DAPI viability 4.7.
Screening Cc1c(C(=O)O)sc(S(=O)(=O)N2CCN(C(=O)Cc3ccc(F)cc3)CC2)c1C(=O)O returned TAG inh -9.8 and TAG inh DAPI viability 2.1.
Screening CCC(C)N1CCN(S(=O)(=O)c2ccc(NC(C)=O)cc2)CC1 (configuration not stated) returned TAG inh -7.9 and TAG inh DAPI viability -6.0.
For O=C(CN1C(=O)c2cccc([N+](=O)[O-])c2C1=O)NNC(=O)c1ccc(F)cc1 the results were TAG inh 6.8 and TAG inh DAPI viability 2.9.
For COc1cc(NS(=O)(=O)c2ccc(-n3cccn3)cc2)cc(OC)c1 the results were TAG inh -3.4 and TAG inh DAPI viability 3.8.
Screening O=C(NCC(c1ccc(F)cc1)N1CCOCC1)c1cccnc1Sc1ccccc1Cl (configuration not stated) returned TAG inh 2.3 and TAG inh DAPI viability 114.9.
O=C(c1ccccc1Cl)N(Cc1ccc(Br)cc1)N1C(=O)CCCC1=O was read as TAG inh -7.4 and TAG inh DAPI viability 6.8.
For CN(c1nc2nonc2nc1NC1CC1)C1CCOC1 (configuration not stated) the results were TAG inh 2.7 and TAG inh DAPI viability -11.8.
C=CCNc1ccccc1S(=O)(=O)NCc1ccccc1 was read as TAG inh -24.0 and TAG inh DAPI viability -0.5.
For Cc1ccc(Nc2cccccc2=O)cc1 the results were TAG inh 14.0 and TAG inh DAPI viability 3.0.
Screening O=S(=O)(Nc1nc2ccccc2s1)c1cc(F)ccc1F returned TAG inh 7.7 and TAG inh DAPI viability -5.9.
`COCC(C)NCc1cccc(C)c1` (configuration not stated) gave TAG inh -5.0 and TAG inh DAPI viability -0.1.
`O=C(c1ccccc1)c1nc[nH]c1C(=O)Nc1ccccn1` gave TAG inh -5.8 and TAG inh DAPI viability 4.6.
Screening N[C@@H](Cc1ccc(O)cc1)c1nnc([C@H](CCC(=O)O)NC(=O)C2CCNCC2)o1 returned TAG inh -15.6 and TAG inh DAPI viability 0.8.
CCc1c(C(=O)NNC(=O)Nc2ccc3c(c2)OCO3)csc1C was read as TAG inh -15.5 and TAG inh DAPI viability 2.6.
[N-]=[N+]=CC(=O)CCCN1C(=O)c2ccccc2C1=O was read as TAG inh -51.8 and TAG inh DAPI viability 1.2.

The closing six records of the section above come first, to join the parts:
Screening O=S(=O)(Nc1nc2ccccc2s1)c1cc(F)ccc1F returned TAG inh 7.7 and TAG inh DAPI viability -5.9.
`COCC(C)NCc1cccc(C)c1` (configuration not stated) gave TAG inh -5.0 and TAG inh DAPI viability -0.1.
`O=C(c1ccccc1)c1nc[nH]c1C(=O)Nc1ccccn1` gave TAG inh -5.8 and TAG inh DAPI viability 4.6.
Screening N[C@@H](Cc1ccc(O)cc1)c1nnc([C@H](CCC(=O)O)NC(=O)C2CCNCC2)o1 returned TAG inh -15.6 and TAG inh DAPI viability 0.8.
CCc1c(C(=O)NNC(=O)Nc2ccc3c(c2)OCO3)csc1C was read as TAG inh -15.5 and TAG inh DAPI viability 2.6.
[N-]=[N+]=CC(=O)CCCN1C(=O)c2ccccc2C1=O was read as TAG inh -51.8 and TAG inh DAPI viability 1.2.
Screening Cc1ccc(NC(=S)N2CCCN(Cc3ccc(F)cc3)C2)c(C)c1 returned TAG inh 5.7 and TAG inh DAPI viability 1.6.
`O=C(CN1CCN(c2ccccc2F)CC1)Nc1ccccc1F` gave TAG inh -6.0 and TAG inh DAPI viability 12.7.
Screening CCCCN(C)CCC(=O)Nc1ccc(OC)cc1OC returned TAG inh 1.8 and TAG inh DAPI viability -1.7.
`Cc1nc2ccccc2n1CC(=O)N/N=C\c1ccccn1` gave TAG inh 5.5 and TAG inh DAPI viability -6.1.
CCOC(=O)C(NC(=O)c1ccccc1)(Nc1nnc(C)s1)C(F)(F)F (configuration not stated) was read as TAG inh 2.2 and TAG inh DAPI viability 3.9.
For Cc1cccc(NC(=S)N(CCN(C)C)C(C)c2cccnc2)c1 (configuration not stated) the results were TAG inh 4.2 and TAG inh DAPI viability -12.9.
OCCCNCc1ccc(-c2ccccc2)cc1 was read as TAG inh -4.6 and TAG inh DAPI viability 5.6.
Screening CCC1=C(CC2NCCc3ccccc32)CC2c3cc(OC)c(OC)cc3CCN2C1 (configuration not stated) returned TAG inh 30.7 and TAG inh DAPI viability -9.1.
Cc1cc(C(=O)CN2C(=O)C(=O)N(Cc3ccccc3)C2=O)c(C)n1-c1ccccc1F was read as TAG inh 2.4 and TAG inh DAPI viability -6.3.
`COc1ccc(S(=O)(=O)Nc2cccc3c2O[C@H](CN(C)Cc2ccc(Oc4ccccc4)cc2)[C@@H](C)CN([C@H](C)CO)C3=O)cc1` gave TAG inh 2.5 and TAG inh DAPI viability -2.9.
Screening COc1cccc(C(=O)NCc2ccc(-c3nc4ccccc4s3)cc2)c1 returned TAG inh -6.9 and TAG inh DAPI viability -3.6.
Screening CCOC(=O)CN1N=C(/C=C/c2ccccc2)CCC1=O returned TAG inh -8.0 and TAG inh DAPI viability 1.3.
`CCc1c(C)sc(NC(=O)Cc2ccccc2OC)c1C(=O)N1CCOCC1` gave TAG inh 10.5 and TAG inh DAPI viability 4.6.
`O=C(Cn1c(=O)oc2ccccc21)NCc1ccco1` gave TAG inh -16.4 and TAG inh DAPI viability 5.8.
For CNC(=O)C1(C)C=CC2(CCCCC2)N1C(=O)OC (configuration not stated) the results were TAG inh -2.8 and TAG inh DAPI viability 0.0.
For Cc1c(C(=O)OCC(=O)N2CCC(C)CC2)oc2ccccc12 the results were TAG inh 1.5 and TAG inh DAPI viability -10.5.
`COc1ccc2[nH]cc(CCNC(=O)Cc3c(F)cccc3Cl)c2c1` gave TAG inh -6.1 and TAG inh DAPI viability 7.6.
`CCOc1ccc(/C=C/C(=O)Nc2ccc(OC)cc2[N+](=O)[O-])cc1` gave TAG inh 6.2 and TAG inh DAPI viability -8.9.
For O=C(COc1cccc(-n2cnnn2)c1)N1CCOCC1 the results were TAG inh -11.8 and TAG inh DAPI viability 7.6.
O=C(O)c1ccc(C2(c3ccc(C(=O)O)cc3)OC(=O)c3ccccc32)cc1 was read as TAG inh -12.4 and TAG inh DAPI viability 4.7.
`O=C(NCc1csc(-c2cccs2)n1)c1ccccc1` gave TAG inh 2.3 and TAG inh DAPI viability -2.3.
Screening N#Cc1ccc(OCC(=O)NNC(=O)C2CCCCC2)cc1 returned TAG inh 5.6 and TAG inh DAPI viability 6.4.
`Cc1cc(Cl)ccc1C(O)c1ncc(-c2cccc3ccccc23)[nH]1` (configuration not stated) gave TAG inh -21.0 and TAG inh DAPI viability 6.7.
`COCCNC(=O)C(c1ccc(F)cc1)N(Cc1ccco1)C(=O)CCC(=O)Nc1nccs1` (configuration not stated) gave TAG inh 0.3 and TAG inh DAPI viability -2.6.

Some of these compounds in order of heavy-atom count, smallest number first:
For Cc1c(C(=O)OCC(=O)N2CCC(C)CC2)oc2ccccc12 the results were TAG inh 1.5 and TAG inh DAPI viability -10.5.
`Cc1cc(Cl)ccc1C(O)c1ncc(-c2cccc3ccccc23)[nH]1` (configuration not stated) gave TAG inh -21.0 and TAG inh DAPI viability 6.7.
O=C(O)c1ccc(C2(c3ccc(C(=O)O)cc3)OC(=O)c3ccccc32)cc1 was read as TAG inh -12.4 and TAG inh DAPI viability 4.7.

Next section:
Screening O=C(NCc1ccc2c(c1)OCO2)C1COc2ccccc2O1 (configuration not stated) returned TAG inh 2.0 and TAG inh DAPI viability -10.7.
`CCOc1cc(/C=N/NC(=O)c2ccc(NC(=O)C3CC3)cc2)ccc1O` gave TAG inh -6.8 and TAG inh DAPI viability 7.4.
`CCc1ccc(CN(C)C(=O)c2cc(COc3cccc(C(F)(F)F)c3)on2)nc1` gave TAG inh -25.7 and TAG inh DAPI viability 9.8.
Screening CS(=O)(=O)c1ccc(C(=O)Nc2ccc(N3CCOCC3)cc2)c(Cl)c1 returned TAG inh 2.4 and TAG inh DAPI viability -5.9.
`C=CCOC(=O)C1=C(C)NC(SCC(=O)Nc2ccc(C)c(Cl)c2)=C(C#N)C1c1ccco1` (configuration not stated) gave TAG inh -118.3 and TAG inh DAPI viability 23.4.
For CS(=O)Cc1cc(Sc2ccccc2)nc(-c2cccnc2)n1 (configuration not stated) the results were TAG inh -5.4 and TAG inh DAPI viability 9.2.
`CC1CC(O)C(C)CN1` (configuration not stated) gave TAG inh -5.5 and TAG inh DAPI viability 7.1.
For CC12CCC(C(=O)N(Cc3ccccc3)Cc3ccccc3)(OC1=O)C2(C)C (configuration not stated) the results were TAG inh -21.1 and TAG inh DAPI viability 0.7.
Cc1cccnc1NS(=O)(=O)c1ccccc1 was read as TAG inh -10.0 and TAG inh DAPI viability -5.0.
C=CCN1CC(C(=O)N2CCC(Cc3ccc(Cl)cc3)(C(=O)OCC)CC2)CC1=O (configuration not stated) was read as TAG inh 6.3 and TAG inh DAPI viability 3.2.
Cc1ccc([C@H]2C[C@@H](n3cc(C4CC4)nn3)[C@H](O)CN2CC2CCCCC2)cc1 was read as TAG inh 2.6 and TAG inh DAPI viability -6.8.
Screening O=C(CSc1ncn[nH]1)Nc1nc(-c2cccc([N+](=O)[O-])c2)cs1 returned TAG inh 16.3 and TAG inh DAPI viability -4.5.
Screening CC(C)(Oc1ccc(Cl)cc1)C(=O)Nc1ccc2oc(=O)ccc2c1 returned TAG inh -5.7 and TAG inh DAPI viability 1.0.
For Cc1ccc(-n2ncc(C#N)c2/N=C/N2CCOCC2)cc1 the results were TAG inh 8.6 and TAG inh DAPI viability -7.0.
Screening Cc1ccc(C(=O)CCC(=O)Nc2ncccc2C)cc1 returned TAG inh 16.6 and TAG inh DAPI viability -15.5.
`COc1c(C)cc(C(=O)C2CCCN(C(=O)c3ccc4cc[nH]c4c3)C2)cc1C` (configuration not stated) gave TAG inh -2.4 and TAG inh DAPI viability -1.0.
For Cc1ccc(OCC(=O)NNC(=O)C2CSC3(C)CCC(=O)N23)cc1C (configuration not stated) the results were TAG inh -1.9 and TAG inh DAPI viability -2.4.
For CCNC(=S)N1CCN(S(=O)(=O)c2ccc(C)c(C)c2)CC1 the results were TAG inh -17.4 and TAG inh DAPI viability 8.9.
`COc1cc(C)c(NC(=O)C2CCN(S(=O)(=O)c3cccs3)CC2)cc1OC` gave TAG inh -2.3 and TAG inh DAPI viability -0.1.
COc1cccc(C(=O)OCC(=O)N2CCc3ccccc3C2)c1 was read as TAG inh -20.1 and TAG inh DAPI viability 11.1.
O=C(O)CN1C(=O)Nc2ccc(Br)cc2C1c1ccccc1 (configuration not stated) was read as TAG inh 11.0 and TAG inh DAPI viability 2.5.
For O=C(COC(=O)c1cc[n+]([O-])cc1)Nc1c(Cl)cccc1C(F)(F)F the results were TAG inh 2.4 and TAG inh DAPI viability 8.3.
`CSC1=N/C(=C\C=C\c2cccs2)C(=O)S1` gave TAG inh -6.5 and TAG inh DAPI viability -2.3.
COc1ccccc1CCc1nnc(CCC(=O)NC(C)Cc2cccc(C)n2)o1 (configuration not stated) was read as TAG inh -5.9 and TAG inh DAPI viability 0.2.
Screening COc1ccccc1-c1c(C)nn2c(N3CCN(Cc4ccccc4)CC3)cc(C)nc12 returned TAG inh 22.8 and TAG inh DAPI viability -9.9.
Screening COc1ccc(CNC(=O)O[C@]23C[C@H]4C(=O)N(c5ccccc5)C(=O)[C@H]4C[C@@]2(O)CN(S(=O)(=O)c2ccc(C)cc2)C3)cc1OC returned TAG inh 0.4 and TAG inh DAPI viability 2.1.
`COc1ccc(C(=O)Nc2c(C(C)(C)C)nn(C)c2C(C)(C)C)cc1` gave TAG inh 0.1 and TAG inh DAPI viability -3.8.
